Hck-Nef inh = blocks Nef-activated human Hck kinase. hit rate 0.68% among 220,000. inhibition, % at 20 µM. P08631. Recombinant Hck-YEEI plus Nef, Z-Lyte FRET kinase assay. AID 463187;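 active = Hck-Nef kinase inhibition above about 50%, limit read from the data; inactive = inhibition below that limit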;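 also: 0% = DMSO with Hck plus Nef and 100% = Hck alone without Nef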
Rad51 HR inh = blocks human Rad51 in homologous recombination; AID 1385; hit rate 0.085% among 200,000; inhibition, % at 10 µM; hRad51 DNA strand exchange, fluorescence dequenching; Q06609;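 active = inhibition above 40% at the single screening dose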;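 also: 0% = DMSO control wells and 100% = blanks with heterologous ssDNA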
Target sequence (Q06609 whole entry, looked up): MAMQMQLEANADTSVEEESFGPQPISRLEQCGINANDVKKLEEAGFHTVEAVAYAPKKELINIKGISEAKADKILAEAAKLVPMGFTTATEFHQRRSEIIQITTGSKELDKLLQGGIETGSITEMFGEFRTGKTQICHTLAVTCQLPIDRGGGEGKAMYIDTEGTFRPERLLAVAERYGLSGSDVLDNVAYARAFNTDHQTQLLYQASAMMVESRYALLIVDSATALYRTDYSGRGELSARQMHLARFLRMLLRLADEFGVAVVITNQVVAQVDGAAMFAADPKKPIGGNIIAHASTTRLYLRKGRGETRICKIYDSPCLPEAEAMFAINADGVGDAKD
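material = hRad51 filaments on single-stranded DNA | reagent = Donor/quencher-labelled 47-bp dsDNA substrate | compound = 10 µM final, single point | schedule = strand-exchange reaction 15 min at room temperature | measured by = fluorescein emission 520 nm, excitation 485 nm | read-out basis = % inhibition versus plate control and blank means | benchmarks = plate controls and plate blanks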
Tb hexokinase = blocks Trypanosoma brucei hexokinase 1 activity. recombinant TbHK1, G6PDH-coupled NADH A340. inhibition, % at 10 µM. hit rate 0.11% among 220,000. AID 1430;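 active = inhibition of 50% or more in the single-dose primary screen; inactive = inhibition below 50%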
eIF4E-4G inh = eIF4E/eIF4G interaction inhibition in translation initiation; P63073+Q04637; TR-FRET eIF4E-eIF4GI(517-606) binding, 2 h; inhibition, % at 21.7 µM; hit rate 0.37% among 220,000;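 active = inhibition above about 30%, limit read from the data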;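 also: 0% = full FRET control wells and 100% = background wells lacking eIF4GI fragment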
14-3-3 Bad inh = disrupts binding of bovine 14-3-3 zeta to phospho-Bad peptide; P63103; TR-FRET 14-3-3zeta/Dy647-pBad peptide displacement, 1 h; inhibition, % at 21.7 µM; hit rate 0.71% among 220,000; AID 781;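 active = inhibition above about 70%, limit read from the data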;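 also: 0% = full 14-3-3 plus peptide FRET controls and 100% = background without 14-3-3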
Target sequence (P63103 whole entry, looked up): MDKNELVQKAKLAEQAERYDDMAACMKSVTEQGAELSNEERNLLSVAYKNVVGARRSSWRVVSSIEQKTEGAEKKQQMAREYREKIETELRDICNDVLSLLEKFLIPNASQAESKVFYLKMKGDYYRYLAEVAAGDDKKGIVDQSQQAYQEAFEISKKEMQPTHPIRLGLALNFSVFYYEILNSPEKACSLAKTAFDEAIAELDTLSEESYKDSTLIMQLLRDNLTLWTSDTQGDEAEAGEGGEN
PGE2 EP2 inh = inhibitors of human EP2 prostaglandin E2 receptor | P43116 | C6 glioma cells expressing human EP2, cAMP TR-FRET; cells stimulated with saturating PGE2 | inhibition, % at 25 µM | hit rate 0.52% among 260,000 | AID 1422;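 active = percent inhibition above 40 after rounding to a whole number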;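 also: rat C6 glioma host cells with rolipram phosphodiesterase inhibitor present; the protocol text gives 20 µM as final concentration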
Target sequence (P43116 whole entry, looked up): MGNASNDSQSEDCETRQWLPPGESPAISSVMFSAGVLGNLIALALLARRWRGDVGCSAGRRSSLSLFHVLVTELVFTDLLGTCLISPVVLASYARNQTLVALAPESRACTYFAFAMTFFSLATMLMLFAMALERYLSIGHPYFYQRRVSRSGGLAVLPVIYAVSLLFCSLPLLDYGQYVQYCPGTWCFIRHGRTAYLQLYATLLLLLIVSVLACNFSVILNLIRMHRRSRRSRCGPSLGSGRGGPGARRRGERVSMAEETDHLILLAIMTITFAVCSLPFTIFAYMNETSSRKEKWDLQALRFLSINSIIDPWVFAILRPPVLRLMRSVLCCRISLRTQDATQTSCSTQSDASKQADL
EP2 modulator = modulates human prostaglandin E2 receptor EP2 signaling. EP2-expressing cells, cAMP HTRF FRET, PGE2 co-stimulation. P43116. hit rate 0.83% among 260,000. induction, % at 25 µM;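 active = compounds whose cAMP rise, as percent of the full-agonist control response, exceeds 60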;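 also: rat C6 glioma line stably carrying human EP2 under a CMV promoter; the protocol text gives 20 µM as final concentration; 100% = response of wells given 1 µM PGE2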
zVAD death inh = blocks zVAD induced death of L929 cells; hit rate 0.38% among 220,000; L929 zVAD necroptosis rescue, ATP luminescence, 24 h; with zVAD 60 µM; viability rescue, % at 10 µM;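 active = activation, scaled between plate controls, above about 75%, limit read from the data; inactive = activation under that limit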;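 also: 0% = zVAD with DMSO and 100% = DMSO alone without zVAD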
Calpain2 inh = blocks pig calpain II enzyme activity; AID 1236; purified calpain II, fluorogenic peptide substrate, 30 min; hit rate 0.37% among 220,000; inhibition, % at 16 µM;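 active = inhibition above about 50%, limit read from the data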
Active calls of the source: *; nt = not tested or not shown; & = joins results of further samples; [ ] = dose if it differs, or a comment. The list is partial; the hit share may differ from the screen's.

A first look:
Order of values – zVAD death inh	Tb hexokinase	14-3-3 Bad inh	Calpain2 inh	Rad51 HR inh	eIF4E-4G inh	Hck-Nef inh	PGE2 EP2 inh	EP2 modulator
> C[C@@H]1CC=C[C@H]2[C@H]1C(=O)N(Cc1ccccc1)[C@H]2c1ccc2ccccc2c1/C=C/c1ccccc1
  0.7	7.4	8.8	-55.1	7.6	-5.0	23.6	17.9	0.1
> COc1ccc2c(c1)Cc1sc(NC(=O)c3ccccc3)nc1-2
  0.4	-4.9	-6.5	-431.5	4.5	-2.3	1.8	13.4&6.9	-48.5&-5.4

The list itself, repeating the preview:
Order of values – zVAD death inh	Tb hexokinase	14-3-3 Bad inh	Calpain2 inh	Rad51 HR inh	eIF4E-4G inh	Hck-Nef inh	PGE2 EP2 inh	EP2 modulator
> C[C@@H]1CC=C[C@H]2[C@H]1C(=O)N(Cc1ccccc1)[C@H]2c1ccc2ccccc2c1/C=C/c1ccccc1
  0.7	7.4	8.8	-55.1	7.6	-5.0	23.6	17.9	0.1
> COc1ccc2c(c1)Cc1sc(NC(=O)c3ccccc3)nc1-2
  0.4	-4.9	-6.5	-431.5	4.5	-2.3	1.8	13.4&6.9	-48.5&-5.4
> O=S(=O)(c1ccc(Oc2ncnc3scc(-c4ccccc4)c23)cc1)N1CCOCC1
  0.5	1.8	-22.5	-136.8	-12.3	-0.7	1.5	16.2	-27.8
> CCOC(=O)CCCNC(=O)COC(=O)[C@@H]1CCCN1S(=O)(=O)c1ccc(Cl)cc1
  0.5	-3.0	-3.1[fluorescence artefact?]	-8.6	4.5	-2.2[fluorescence artefact?]	0.3	3.0	8.5
> COc1ccc2nc(N/C(N)=N/C(=S)Nc3c(C)cccc3C)nc(C)c2c1
  -0.2	-8.6	13.4	-126.7	-7.5	-2.3	13.1	11.5	-45.4
> CCC(C)(C)NC(=S)Nc1ccccc1C
  -0.5	8.1	0.4	16.7	-2.9	-0.3	-25.3	9.9	4.9
> COc1ccccc1C1CC(c2ccco2)=NN1c1ccccc1 (stereo not given)
  0.0	-12.5	-0.3	-139.8	-16.5	6.6	28.4	10.5	43.8
> N#C/C(=C\c1cc([N+](=O)[O-])c(N2CCCCC2)cc1N1CCCCC1)c1nn(-c2ccccc2)c(N)c1C#N
  0.0	-29.0	-2.2	-94.6	8.7	-7.3	0.1	11.1	-2.6
> O=c1nc(SCc2cccc(C(F)(F)F)c2)nc2ccccn12
  -1.0	-5.9	-5.5	-19.9	8.9	2.2	-26.6	8.0	18.9
> CN(C)c1ccc(C(=S)NC2CCCCC2)cc1
  37.6	-14.3	-5.2	10.8	15.7	-1.5	23.7	6.5	-44.1
> O=[N+]([O-])c1ccc2nc(SCc3ccccc3Cl)sc2c1
  -0.1	-3.9	-1.3	35.9	-1.5	0.7	-0.7	4.3	20.6
> COc1ccc(NC(=O)/C=C/c2ccc3c(c2)OCO3)cc1
  -0.7	-25.9	1.8	22.7	-0.6	0.8	14.4	3.5	-21.6
> N#Cc1ccc(OCC(=O)Nc2cc(S(=O)(=O)N3CCCCC3)ccc2N2CCCCC2)cc1
  0.6	-6.3	-1.9	25.7	19.0	1.1[fluorescence artefact?]	1.9	6.0	21.8
> COc1ccc2nc(Nc3ccc4c(c3)OCO4)sc2c1
  0.2	-0.7	-4.0	5.9	-5.5	0.1	1.8	5.4	13.4
> Cc1nn(C)c(C)c1CNC(=O)Nc1cccc(Cl)c1
  10.2	-1.9	-12.5	1.1	9.2	-0.8	28.5	3.8	-4.2
> Fc1ccc(NC(=S)Nc2cccc3cnccc23)cc1
  0.9	-5.4	-12.2	-5.8	-1.0	-2.7	27.5	3.0	-35.7
> COc1ccccc1CNC(=O)CN1CCC(n2cnc3cc(F)ccc32)CC1
  4.9	-7.2	-6.7	-13.4	nt	3.7	2.3	2.6	-10.6
> CC(=O)NCCCc1nc2ccccc2n1Cc1cc(C)ccc1C
  0.2	-3.3	-0.6	-25.7	2.8	1.8	3.4	22.6	10.9
> CCN1CCN(C(c2ccc(F)cc2)c2nnnn2Cc2ccc3c(c2)OCO3)CC1 (stereo not given)
  -0.9	5.5	16.2	27.1	-3.2	-1.1	15.7	4.0	-13.0
> O=[N+]([O-])c1ccc2ncnc(Nc3ccc4c(c3)OCCO4)c2c1
  0.1	0.7	-1.7	21.4	nt	-2.3	11.8	2.6	-5.1
> CC(Oc1ccccc1Cl)C(=O)N1CCOCC1 (stereo not given)
  0.7	4.3	-2.4	-78.7	2.1	2.4[fluorescence artefact?]	-0.1	7.7	0.6
> Cc1c(NC(=S)Nc2ccccc2)c(=O)n(-c2ccccc2)n1C
  0.4	-0.8	-5.2	12.2	nt	-0.8	3.0	9.5	32.5
> CC(C)C(=O)N1c2ccccc2NC2=C(C(=O)CCC2)C1c1ccc(N(C)C)cc1 (stereo not given)
  -1.1	-1.8	7.7	5.2	4.9	-4.6[fluorescence artefact?]	0.2	15.5	3.7
> CCc1cc(C(=O)N=Nc2c(O)[nH]c3c(Br)cc(Br)cc23)c2ccccc2n1
  0.6	-23.0	0.0	-121.4	nt	1.6[fluorescence artefact?]	0.7	1.4	12.5
> O=C(N/N=C/c1ccc(Br)s1)c1cccc([N+](=O)[O-])c1
  0.5	0.1	6.5	-5.6	5.3	15.2[fluorescence artefact?]	-3.0	6.1	-17.6
> Cc1ccc(C(NC(=O)N2CCN(C)CC2)C(Cl)Cl)cc1F (stereo not given)
  2.2	-5.2	1.1	-22.7	4.8	-0.9	3.9	23.8	-12.3
> C=CCc1cccc(/C=N/NC(=O)CCC(=O)Nc2ccc(C)cc2)c1O
  3.7	11.2	-5.9[fluorescence artefact?]	-1.4	14.2	5.3	24.8	7.9	11.1
> O=C(Cn1cnc([N+](=O)[O-])n1)N/N=C/c1cccc(Cl)c1
  -0.7	9.1	-4.0	23.4	23.1	2.2	-13.1	2.4	-23.6
> Cc1nc2c(-c3ccccc3)c(C)nn2c(C)c1CCC(=O)NC(C)CCc1ccco1 (stereo not given)
  0.5	-17.6	0.8	-4.3	-6.9	3.8	1.4	7.1	14.4
> CCC(=O)N1CCc2cc(Br)cc(S(=O)(=O)CCC(=O)NCCc3ccccc3)c21
  0.4	-10.3	7.4	21.2	-1.3	-1.8	4.1	5.3	-47.7
> O=C(CN1CCSC1=NCc1ccccc1)c1ccc(Cl)cc1
  0.3	2.8	0.0	15.0	nt	4.4	2.0	2.2	12.2
> O=C(Nc1ccccc1C(=O)OCC(=O)N1CCc2ccccc2C1)c1ccco1
  1.4	3.4	4.7	-40.0	7.5	-1.9	3.7	9.9	-26.5
> COc1cccc(-c2nnc(-c3ccccc3[N+](=O)[O-])o2)c1
  0.2	-4.6	-0.1	-6.3	11.7	-1.3	19.2	5.9	17.6
> CCOCC(=O)Nc1cc([N+](=O)[O-])ccc1C
  0.9	4.3	17.0[fluorescence artefact?]	12.6	4.8	-1.6	2.1	4.8	-8.1
> O=C1C(Cl)=C(Nc2ccc3cn[nH]c3c2)C(=O)c2ccccc21
  -4.1	-16.0	-2.4	-13.9	10.4	-3.3	-43.2	17.9	-17.7
> CC1CCOC2(O1)C(=O)N(CN1CCN(c3ccccc3F)CC1)c1ccccc12 (stereo not given)
  -0.1	1.1	-4.3[fluorescence artefact?]	-0.1	nt	4.5	2.2	nt	-12.6
> Cc1ccnc(NC(c2ccccc2O)c2oc(CO)cc(=O)c2O)c1 (stereo not given)
  0.6	0.2	18.4	-4.1	1.3	11.5	6.8	3.6	22.8
> O=C(COc1ccc(Cl)cc1Br)NNC(=O)C(=O)N1CCCCC1
  0.0	3.3	3.7[fluorescence artefact?]	-24.1	-7.1	0.3	0.8	13.6	31.3
> O=C(/C=C/c1cccs1)N1CCN(c2ccc(O)cc2)CC1
  -0.9	-14.3	-7.8	3.0	40.6*	1.2	23.9	4.7	-4.2
> O=C(NNc1cc(C(F)(F)F)nc2ccccc12)Nc1cccc(Cl)c1
  0.5	-10.3	-0.3	-8.0	8.7	-3.5	4.0	5.9	-62.0
> CCOC(=O)c1[nH]c(C)c(CN(CCc2ccc(OC)c(OC)c2)C(=O)CCCC(=O)O)c1C
  2.9	6.7	5.8	11.2	-4.8	2.5	8.8	5.8	22.0
> Cc1ccc2c(c1)Sc1c(ccc3ccccc13)N2
  1.5	-11.5	-5.1	-24.5	-37.2	2.9	-20.3	11.0	-10.1
> CCN1CCN(Cc2ccc(NC(=O)c3cc(NC(=O)c4ccno4)cc(OC)c3)cc2C(F)(F)F)CC1
  77.2*	-1.0	-1.3	-13.9	1.8	-3.7	24.6	13.5	-10.3
> O=C(CCCn1c(=O)[nH]c2ccccc2c1=O)NCCSCc1ccccc1
  2.8	10.9	2.4	28.6	-4.3	-2.6	16.9	5.8	-25.5
> O=C(NCc1cccs1)c1nc2ncccn2n1
  0.3	5.1	-3.3	-8.2	-7.8	-1.5	1.2	7.9	23.5
> Nc1ccc(S(=O)(=O)c2ccc(N)c(N)c2)cc1
  3.4	-5.0	-15.3	-8.6	4.8	-1.4	21.7	7.5	21.3
> O=C1c2ccccc2C(=O)N1CCOCCN1C(=O)c2ccccc2C1=O
  0.0	-3.9	-5.1	10.8	6.9	0.6	-0.6	5.3	6.3
> COC(=O)c1cc2sc(Cl)cc2n1Cc1nc(-c2ccccc2)oc1C
  0.8	-8.2	10.0	-28.6	5.2	-1.5[fluorescence artefact?]	0.3	12.1	53.5
> Cc1cc[n+](-c2[nH]c(=O)sc2/C=N/NC([S-])=Nc2ccccc2)cc1
  1.4	-66.1	5.4	-4.6	-29.6	0.7	1.1	7.4	2.3
> CCOC(=O)C1CCN(c2ncnc3c2c(-c2ccccc2)cn3-c2ccc(C)cc2)CC1
  0.3	-5.8	-9.0	9.8	4.5	-1.6	14.7	5.2	20.3
> CC(C)(C)NC(=O)CN(C(=O)CNS(=O)(=O)c1ccccc1)c1ccc2c(c1)OCCO2
  -0.8	-1.6	nt	-319.8	1.3	nt	1.3	16.5&4.6	9.4&-5.9
> CN1/C(=C/C2CC(=O)N(c3cccc4ccccc34)C2=O)C(C)(C)c2ccccc21 (stereo not given)
  0.5	-7.2	8.5	-73.9	4.7	1.5	-12.7	7.3	-14.7
> COc1ccc(-c2cc(C(=O)N3CCOCC3)c3cc(C)ccc3n2)cc1
  -0.4	-20.7	2.8	-357.1	-9.8	5.3	-1.3	13.6	6.5
> COc1cccc(N/C=C/C(=O)c2ccc(Br)cc2)c1
  -0.2	-2.3	nt	nt	3.2	nt	1.9	10.9	nt
> COc1cccc(CC(=O)Nc2ccc3nc(C)sc3c2)c1
  0.3	-4.1	-3.9	18.4	nt	6.1	2.5	6.3	11.7
> O=C(Nc1ccccc1N1CCCCC1)c1ncoc1-c1ccc(F)cc1
  0.0	-4.2	-8.8	-45.8	1.6	-7.0	-0.3	8.6	63.4*
> CC1CCCCN1c1nnc(N)s1 (stereo not given)
  0.5	-0.7	-10.7	-31.6	-3.8	0.2	5.3	2.5	29.4
> C=CCn1c(COc2cccc(C)c2)nnc1SCC(=O)NC(=O)NCc1ccco1
  -0.5	10.3	2.2	-292.6	3.4	-6.4	2.9	-3.2	36.3
> Cc1cccc(C)c1NC(=O)c1c(C)nn(-c2ccccc2)c1Cl
  0.5	-0.6	nt	-24.7	4.4	nt	-0.2	5.5	7.3
> CNc1cc(CSc2ccc(Cl)cc2)nc(C)n1
  0.5	-1.9	-4.0	-2.1	1.6	-0.8	27.7	3.2	-35.1

Assay outcomes deposited in PubChem by several laboratories.
